# GDH-TPI counter: inhibits GDH-TPI coupling enzymes, artifact for Mtb FBA screen | GDH-TPI coupled enzyme counterscreen, NADH absorbance | inhibition, % at 4.8 µM | 360,000 compounds, 1.2% hits; in the data active = inhibition above about 30%;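 also: 0% = DMSO wells and 100% = wells lacking the enzyme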
# Yp Topo-I inh: blocks Yersinia pestis topoisomerase I activity; Y. pestis Topo-I cleavage product accumulation, plate reader; activity, % at 10 µM; 360,000 compounds, 0.064% hits; AID 504884; in the data active = activity above about 50%, passing the limit was not always enough; inconclusive = no clear call, values can overlap the other calls; also: inactives centre near 2
# Mtb UGM inh: blocks M. tuberculosis UGM enzyme | P9WIQ1 | purified UGM, fluorescence polarization probe displacement | inhibition, % at 10 µM | 320,000 compounds, 0.06% hits | AID 504406; in the data active = inhibition above about 10%, passing the limit was not always enough; inconclusive = no clear call, values can overlap the other calls
# BH1578 lux ind: induces V. cholerae light production without autoinducers. V. cholerae BH1578 lux reporter, luminescence, 6 h. AID 588436. activation, % at 18.7 µM. 350,000 compounds, 0.16% hits; in the data active = activation mostly above about 9.7%, no sharp cut-off; inconclusive = no clear call, values can overlap the other calls; inactive = mostly below about 3.7%; also: not every result past the cut was called active; inactives centre near 0; reference of the scale not given here
# FBA Mtb inh: inhibitors of M. tuberculosis fructose-bisphosphate aldolase; inhibition, % at 1 µM; purified M. tuberculosis FBA, fluorescence read-out; AID 588726; P9WQA3; 360,000 compounds, 2.3% hits; in the data active = inhibition above about 27%;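 also: 0% = vehicle and 100% = reference inhibitor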
# FadD28 binding: M. tuberculosis FadD28 bisubstrate binding inhibition | 360,000 compounds, 0.22% hits | AID 588549 | FadD28 bisubstrate probe binding, fluorescence polarization | inhibition, % at 12.5 µM; in the data active = inhibition above about 8.5%, passing the limit was not always enough; inconclusive = no clear call, values can overlap the other calls
# PfHsp40 yeast: compounds rescuing yeast from Plasmodium falciparum HSP40 toxicity. 340,000 compounds, 0.68% hits. growth rescue, % at 12.5 µM. S. cerevisiae expressing PfHsp40, growth rescue, ATP luminescence; in the data active = growth rescue above about 28%, passing the limit was not always enough; inconclusive = no clear call, values can overlap the other calls;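 also: yeast W303a lacking pdr1 and pdr3 grown in galactose medium; growth measured after three days at 30 °C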
# TcdB inh: inhibitors of Clostridioides difficile toxin B glycohydrolase; inhibition, % at 9.99 µM; P18177; 350,000 compounds, 0.24% hits; TcdB glycohydrolase enzymatic assay, plate reader; in the data active = inhibition above about 10%
# Target sequence (P18177 whole entry, looked up): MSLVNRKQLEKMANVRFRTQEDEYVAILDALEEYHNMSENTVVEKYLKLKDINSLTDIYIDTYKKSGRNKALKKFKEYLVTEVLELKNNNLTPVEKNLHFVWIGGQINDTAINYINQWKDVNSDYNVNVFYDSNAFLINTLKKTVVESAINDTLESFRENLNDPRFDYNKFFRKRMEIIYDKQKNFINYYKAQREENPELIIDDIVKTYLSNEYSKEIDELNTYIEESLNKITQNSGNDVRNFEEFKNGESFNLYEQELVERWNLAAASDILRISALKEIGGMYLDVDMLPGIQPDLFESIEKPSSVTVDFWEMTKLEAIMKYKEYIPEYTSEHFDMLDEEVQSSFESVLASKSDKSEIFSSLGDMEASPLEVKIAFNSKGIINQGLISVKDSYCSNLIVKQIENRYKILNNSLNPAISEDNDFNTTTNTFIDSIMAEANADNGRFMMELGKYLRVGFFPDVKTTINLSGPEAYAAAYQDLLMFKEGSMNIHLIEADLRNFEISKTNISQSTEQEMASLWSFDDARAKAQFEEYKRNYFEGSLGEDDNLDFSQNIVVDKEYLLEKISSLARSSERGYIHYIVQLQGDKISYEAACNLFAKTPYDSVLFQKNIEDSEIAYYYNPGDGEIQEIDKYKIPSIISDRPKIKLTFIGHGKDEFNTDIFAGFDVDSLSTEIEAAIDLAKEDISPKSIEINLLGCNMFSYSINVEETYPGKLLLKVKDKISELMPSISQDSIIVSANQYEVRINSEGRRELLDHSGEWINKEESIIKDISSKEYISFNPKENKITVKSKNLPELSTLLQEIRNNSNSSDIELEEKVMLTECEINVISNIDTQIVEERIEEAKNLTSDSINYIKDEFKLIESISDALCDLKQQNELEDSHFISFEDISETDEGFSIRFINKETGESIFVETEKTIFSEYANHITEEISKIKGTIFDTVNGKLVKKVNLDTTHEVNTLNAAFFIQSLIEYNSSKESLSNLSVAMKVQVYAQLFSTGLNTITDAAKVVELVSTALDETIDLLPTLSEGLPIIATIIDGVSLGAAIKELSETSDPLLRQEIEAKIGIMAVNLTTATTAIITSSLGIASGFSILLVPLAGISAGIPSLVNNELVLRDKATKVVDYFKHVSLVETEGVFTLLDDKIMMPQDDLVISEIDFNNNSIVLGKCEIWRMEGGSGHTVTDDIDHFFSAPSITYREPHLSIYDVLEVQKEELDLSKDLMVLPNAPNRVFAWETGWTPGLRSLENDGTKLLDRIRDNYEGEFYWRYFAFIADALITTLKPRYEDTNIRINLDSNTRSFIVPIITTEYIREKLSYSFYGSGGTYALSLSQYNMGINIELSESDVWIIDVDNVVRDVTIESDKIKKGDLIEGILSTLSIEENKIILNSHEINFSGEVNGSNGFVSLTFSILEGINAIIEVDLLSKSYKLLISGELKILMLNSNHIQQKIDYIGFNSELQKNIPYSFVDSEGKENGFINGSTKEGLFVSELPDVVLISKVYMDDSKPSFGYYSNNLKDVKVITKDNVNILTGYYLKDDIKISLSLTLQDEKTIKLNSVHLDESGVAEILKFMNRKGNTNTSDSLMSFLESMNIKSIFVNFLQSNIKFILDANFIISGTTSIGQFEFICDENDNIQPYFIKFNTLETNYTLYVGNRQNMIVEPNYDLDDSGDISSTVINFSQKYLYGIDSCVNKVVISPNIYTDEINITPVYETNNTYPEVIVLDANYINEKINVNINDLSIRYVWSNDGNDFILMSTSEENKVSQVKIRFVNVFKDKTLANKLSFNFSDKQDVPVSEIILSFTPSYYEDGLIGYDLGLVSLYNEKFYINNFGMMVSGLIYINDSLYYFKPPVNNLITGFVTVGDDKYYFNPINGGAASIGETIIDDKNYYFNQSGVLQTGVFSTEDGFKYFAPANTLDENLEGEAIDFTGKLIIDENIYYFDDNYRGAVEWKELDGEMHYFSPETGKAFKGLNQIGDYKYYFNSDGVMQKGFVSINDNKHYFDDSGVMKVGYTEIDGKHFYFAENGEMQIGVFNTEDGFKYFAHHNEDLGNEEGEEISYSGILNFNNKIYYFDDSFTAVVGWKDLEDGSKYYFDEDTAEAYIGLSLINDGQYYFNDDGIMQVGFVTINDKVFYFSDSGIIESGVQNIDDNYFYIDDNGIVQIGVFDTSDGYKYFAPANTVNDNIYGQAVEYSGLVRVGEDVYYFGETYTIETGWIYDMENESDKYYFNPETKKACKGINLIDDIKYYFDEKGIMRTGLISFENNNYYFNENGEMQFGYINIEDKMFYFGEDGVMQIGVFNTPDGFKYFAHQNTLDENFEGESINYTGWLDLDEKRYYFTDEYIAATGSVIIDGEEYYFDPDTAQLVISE
# Mtb BioA inh: BioA (M. tuberculosis) enzyme inhibition; purified M. tuberculosis BioA enzyme, plate reader; inhibition, % at 9.99 µM; 360,000 compounds, 0.096% hits; AID 602481; in the data active = inhibition above about 40%; inconclusive = no clear call, values can overlap the other calls
# Numbers without * were called inactive; i = inactive; ? = inconclusive; / = not tested or not shown; & = joins results of further samples.
SMILES,GDH-TPI counter,Yp Topo-I inh,Mtb UGM inh,BH1578 lux ind,FBA Mtb inh,FadD28 binding,PfHsp40 yeast,TcdB inh,Mtb BioA inh
Cc1nn(CC(=O)NCCN2CCOCC2)c(=O)c2ccccc12,-3,-2,3.9,-0.5,5,-2.4,-0.6,/,0.7
COc1ccc(C(=O)CN2C(=O)c3ccccc3S2(=O)=O)cc1Br,-4,1,-0.5,-3.6,-1,-1.0,-2.2,1.4,-0.7
COc1cccc(NC(=O)C2CCN(c3ncccn3)CC2)c1,-13,9,1.4,-0.3,4,-2.1,0.6,/,/
Nc1ncnc2nc(SCCc3ccccc3)[nH]c12,2,-7,-2.3,-0.2,4,0.1,-0.1,/,0.2
O=C(COc1ccc2ccccc2c1)N1c2ccccc2Sc2ccccc21,-7,-2,-1.0,0.9,-2,-2.2,0.0,/,/
Cc1cnc(NC(=O)CN2C(=O)C3CC=CCC3C2=O)s1 (centres undefined),13,2,1.9,-1.2,2,-1.7,-0.7,/,-2.0
CCCCN(C)c1ccc([N+](=O)[O-])cc1,1,0,2.9,-0.2,-9,-0.6,1.3,0.9,-2.3
CC1(C)Cc2c(cnn2-c2ccc(F)cc2)C(NC(=O)c2cnccn2)C1 (centres undefined),-6,17,-2.6,-0.2,-2,-0.7,14,-0.2,4.0
Cc1n[nH]c(C)c1S(=O)(=O)N1CCC(C(=O)N2CCn3c2nc2ccccc23)CC1,-6,-14,2.4,-1.7,0,-2.6,-0.1,0.0,0.9
N#CCCn1cc(/C=C/C(=O)O)c(-c2ccc(F)cc2)n1,4,10,-3.4,-0.2,0,-1.4,-1.1,0.4,/
CCOC(=O)Cc1csc(NC(=O)COc2ccc3ccccc3c2)n1,1,4,1.3,i,4,-0.9,5.1,/,-0.7
C=CCC(CC=C)(C(=O)O)c1ccccc1,-5,0,4.3,-0.3,2,-2.8,0.8,/,-0.7
Cc1ccc(NC(=O)CN(c2ccc(C)cc2)S(=O)(=O)c2cccc3nonc23)cc1,-6,7,-1.3,-1.1,-4,-9.3,1.5,0.6,/
Cn1c(=O)c(C(=O)NNC(=O)c2ccccc2Br)c(O)c2ccccc21,8,12,-0.8,1.2,1,0.5,-1.5,-0.6,-1.3
O=C(NCc1ccccc1)c1ccc(OCC2CCCO2)cc1 (centres undefined),-5,7,-0.4,-7.9,3,-3.0,0.8,0.4,/
O=C(CN(Cc1ccccc1)S(=O)(=O)c1ccc(Cl)cc1)NCC1CCCO1 (centres undefined),6,18,-1.2,-0.5,1,-1.4,0.8,-0.7,0.0
CCN1CCCC1CNCc1cccc(OC)c1OCc1ccc(F)cc1 (centres undefined),11,1,-1.0,-0.6,0,-4.3,-2.2,/,/
COc1ccc(CC(N)c2csc(NC(=O)CCc3ccccc3)n2)cc1 (centres undefined),2,-8,/,-0.3,-2,-3.2,/,-2.2,-0.4
Cc1ccccc1N1CCN(C(=O)c2ccc(Oc3ccc(C(F)(F)F)cn3)cc2)CC1,4,1,-3.1,0.6,1,-0.7,1.3,/,-1.2
O=C(COC(=O)Cc1n[nH]c(=O)c2ccccc12)Nc1c(Cl)cccc1C(F)(F)F,-9,-2,0.6,i,1,-1.7,?,-0.3,-0.2
NC(=O)c1cc(Cl)cn(-c2ccccc2)c1=O,5,6,-0.6,/,2,-1.9,-0.5,-0.8,1.0
COCCn1c(SCC(=O)NNC(=O)c2ccccc2)nc2ccccc21,7,-1,-1.1,-3.8,3,-1.1,-1.4,4.8,/
CC(C)CN(C(=O)Cn1c(C(F)(F)F)nc2ccccc21)C1CCS(=O)(=O)C1 (centres undefined),-2,9,/,i,1,0.7,-0.3,1.3,/
CCCCNc1c(-c2ccc(OC)c(SC(C)CC)c2)nc2cc(C)ccn12 (centres undefined),4,4,/,i,31*,-2.7,2.8,-1.2&1.8,-0.2
O=C(CSc1nnc(-c2ccc(F)cc2)o1)NC1CCCCC1,-2,1,0.4,0.5,0,-3.0,0.9,1.7,/
# (more compounds)
SMILES,GDH-TPI counter,Yp Topo-I inh,Mtb UGM inh,BH1578 lux ind,FBA Mtb inh,FadD28 binding,PfHsp40 yeast,TcdB inh,Mtb BioA inh
CCOC(=O)CSc1nnc2n1C(C)(C)Cc1ccccc1-2,-1,10,-1.6,i,0,0.1,-0.6,/,-1.8
Cc1ccc(-c2noc(-c3ccccc3C(=O)N3CCOCC3)n2)cc1,7,14,2.1,i,1,0.3,0.9,0.8,-0.4
Cc1ccc(N2C(=O)CC(N3CCN(c4ccc(F)cc4)CC3)C2=O)c(C)c1 (centres undefined),3,4,0.5,i,0,0.3,-1.4,1.1,0.5
O=C1NC(=Nc2cccc(O)c2)S/C1=C\c1cccnc1,27,2,0.6,-4.3,-3,-2.8,1.2,1.0,/
Cc1cccc2sc(N(CCN(C)C)C(=O)C3CCN(S(=O)(=O)c4cccs4)CC3)nc12,-10,-9,-2.9,-5.0,0,-5.8,-0.6,-2.6,-1.0
C#CCNC(=O)C1=C[C@H](C2CCCCC2)[C@@H](CCCO)[C@H](OCC)O1,10,1,0.3,i,8,-2.5,-0.7,0.4&0.3,1.6&0.5
Cn1c(SCC(N)=O)nnc1-c1ccc(C(C)(C)C)cc1,-2,-5,0.8,-0.4,1,0.9,0.2,1.2,-0.7
Cc1cccc(CCN(C(=O)c2snc(C(N)=O)c2N)C(C(=O)NCC2CCCO2)c2ccc(F)cc2)c1 (centres undefined),6,30,/,-0.2,4,/,2.7,-0.1,2.4
CCCCCCOC(=O)Cc1c(C)nc(N)[nH]c1=O,2,1,3.9,-2.8,-2,-5.1,-1.4,-3.2,-0.3
CC(C)CN(CC(C)C)S(=O)(=O)N1CCC(C(=O)NCCc2ccc(Cl)cc2)CC1,7,36,-2.3,5.9,0,-1.0,0.2,1.7&1.3,0.3
Cc1ccc(S(=O)(=O)c2nnn3c2nc(N2CCC(C(N)=O)CC2)c2ccccc23)cc1C,16,15,3.0,i,-1,0.7,-0.7,2.1,5.1
Cc1nnc(SCC(=O)N2CCCc3ccccc32)[nH]c1=O,4,1,1.3,-6.2,3,-2.1,-0.3,/,0.3
O=C(CSc1nnc(SCc2cccc3ccccc23)s1)N/N=C/C=C/c1ccccc1[N+](=O)[O-],23,-3,-2.2,-0.6,0,-1.8,1.1,/,0.9
COCC(=O)N(CCc1ccc(OC)c(OC)c1)Cc1cc2cc(C)ccc2nc1Cl,-6,21,-0.5,-0.6,1,-0.4,1.8,1.6,/
COc1ccc(S(N)(=O)=O)cc1C(=O)N(C)CC(=O)Nc1ccc(N2CCOCC2)cc1,11,0,2.3,0.1,1,-0.7,-0.1,-0.5,-1.4
COC(=O)C1=C2SC(C)C(=O)N2C(N)=C(C#N)C1c1cc(OC)c(OC)c(OC)c1 (centres undefined),4,4,-0.4,/,-3,-0.4,0.5,/,-0.5
COc1ccc2c(c1OC)C(=O)OC2Nc1ccc(S(=O)(=O)N=C(N)N)cc1 (centres undefined),19,1,1.7,i,10,-1.1,-0.6,0.9,/
O=C(Nc1ccc(Cl)cn1)Nc1ccccc1F,2,5,4.5,i,-1,-4.6,0.3,/,/
CCOC(=O)C1=C(C)NC(=O)NC1c1cccc(OC)c1OCc1ccccc1Cl (centres undefined),-4,9,-1.3,i,0,-1.6,-1.0,/,-0.3
O=C(NC1CCN(c2ncccn2)CC1)c1ccccc1F,9,-4,2.8,-1.4,4,0.0,-0.2,-0.1,-0.1
COCCN1CCN(C(=O)c2cc(COc3cc(C)ccc3C)on2)CC1,9,13,0.7,-1.2,4,-0.9,-0.3,/,0.0
O=C(O)c1ccc(NC(=O)c2cn(-c3ccccc3)nc2-c2cccc(Cl)c2)cc1,6,4,2.0,0.4,-2,-4.8,13,1.8,0.7
CSCCC1NC(=O)N(CC(=O)N2N=C(c3ccc(Cl)cc3)CC2c2ccco2)C1=O (centres undefined),-1,32,-3.6,-1.1,0,-3.8,2.6,3.9,/
O=C(CCc1nnc2ccc(N3CCC4(CC3)OCCO4)nn12)Nc1ccc(F)cc1,2,-1,-1.0,-5.3,0,0.5,-0.9,-1.2,3.4
COc1cc(/C=C/C(=O)OCC(=O)N2CCN(S(=O)(=O)c3ccc(C)cc3C)CC2)cc(Cl)c1OC,3,23,/,i,-3,-2.8,-0.2,0.5,-0.5
# Next section
SMILES,GDH-TPI counter,Yp Topo-I inh,Mtb UGM inh,BH1578 lux ind,FBA Mtb inh,FadD28 binding,PfHsp40 yeast,TcdB inh,Mtb BioA inh
O=C(CSCC(=O)Nc1ccccc1)N/N=C/c1c(O)ccc2ccccc12,11,10,0.6,-0.3,4,-3.9,?,/,-0.6
COC(=O)c1ccc(N2CCN(C)CC2)c([N+](=O)[O-])c1,4,-5,7.0,-0.2,-7,-3.2,-0.7,0.6,/
CCc1ccc(C(=O)Nc2ccc(OC)c(S(=O)(=O)N3CCOCC3)c2)cc1,-10,3,3.0,-0.4,-3,-2.5,-0.7,-1.8,/
COc1ccc(C(Nc2cc(C)ccn2)c2ccc3ccc(C)nc3c2O)cc1 (centres undefined),0,4,-4.7,-0.6,5,-3.9,-0.1,0.5,-1.1
CCCCn1c(=NC(=O)c2cccnc2)c(C(=O)OCC)cc2c(=O)n3ccccc3nc21,-12,2,/,i,56*,-3.9,-0.4,/,-0.9
CC(C)(C)C(=O)N/C(N)=N/c1nc2ccccc2o1,24,3,6.4,-0.6,4,-0.6,-0.3,2.5,2.2
O=C(O)c1cc(S(=O)(=O)Nc2ccc(OCc3ccccc3)cc2)ccc1Br,0,3,-0.6,-0.3,-1,-1.9,-0.5,0.0,1.1
COc1ccc(-c2ccc(=O)n(CC(=O)Nc3ccc4c(c3)OCCO4)n2)cc1,4,2,-1.9,-0.4,2,-2.2,-0.7,0.9,1.3
Cc1sc2nc(-c3ccccc3F)oc(=O)c2c1C,7,-1,/,-5.8,-1,-4.3,/,1.0,-0.3
O=C1Nc2ccccc2/C1=C/C(=O)c1cccs1,17,-14,2.5,0.3,-4,-1.0,7.0,/,-2.6
CCCC(C)n1[nH]c(=O)cc1N (centres undefined),8,3,0.4,-5.6,0,-1.1,-1.6,/,-0.8
Fc1ccccc1/C=C/c1ccc2ccccc2n1,19,18,1.2,-0.4,5,-7.5,5.0,/,-1.0
CCc1n[nH]c(=O)c2cc3cc(OC)ccc3n12,6,5,-0.5,i,7,-0.8,-1.0,-1.0,-2.1
COc1cc2c(cc1OC)CN(C(=O)COc1ccccc1[N+](=O)[O-])CC2,-1,6,3.8,-0.3,0,-2.0,0.8,0.9,/

# Another view of part of the listing above:
structure | GDH-TPI counter | Yp Topo-I inh | Mtb UGM inh | BH1578 lux ind | FBA Mtb inh | FadD28 binding | PfHsp40 yeast | TcdB inh | Mtb BioA inh
Cc1nn(CC(=O)NCCN2CCOCC2)c(=O)c2ccccc12 | -3 | -2 | 3.9 | -0.5 | 5 | -2.4 | -0.6 | / | 0.7
COc1ccc(C(=O)CN2C(=O)c3ccccc3S2(=O)=O)cc1Br | -4 | 1 | -0.5 | -3.6 | -1 | -1.0 | -2.2 | 1.4 | -0.7
COc1cccc(NC(=O)C2CCN(c3ncccn3)CC2)c1 | -13 | 9 | 1.4 | -0.3 | 4 | -2.1 | 0.6 | / | /
Nc1ncnc2nc(SCCc3ccccc3)[nH]c12 | 2 | -7 | -2.3 | -0.2 | 4 | 0.1 | -0.1 | / | 0.2
O=C(COc1ccc2ccccc2c1)N1c2ccccc2Sc2ccccc21 | -7 | -2 | -1.0 | 0.9 | -2 | -2.2 | 0.0 | / | /
Cc1cnc(NC(=O)CN2C(=O)C3CC=CCC3C2=O)s1 (centres undefined) | 13 | 2 | 1.9 | -1.2 | 2 | -1.7 | -0.7 | / | -2.0
CCCCN(C)c1ccc([N+](=O)[O-])cc1 | 1 | 0 | 2.9 | -0.2 | -9 | -0.6 | 1.3 | 0.9 | -2.3
CC1(C)Cc2c(cnn2-c2ccc(F)cc2)C(NC(=O)c2cnccn2)C1 (centres undefined) | -6 | 17 | -2.6 | -0.2 | -2 | -0.7 | 14 | -0.2 | 4.0
Cc1n[nH]c(C)c1S(=O)(=O)N1CCC(C(=O)N2CCn3c2nc2ccccc23)CC1 | -6 | -14 | 2.4 | -1.7 | 0 | -2.6 | -0.1 | 0.0 | 0.9

# High-throughput results: PubChem BioAssay, several laboratories

# Hits appear at their usual frequency (roughly 4.6% active in at least one column).
